Bioassay records: PubChem BioAssay, National Center for Advancing Translational Sciences (NCATS)
G9a inh = blocks human histone lysine methyltransferase G9a. Q96KQ7. Potency, µM (doses to about 102 µM), inactives show at the top dose activity, negative = inhibition, usual class: inhibitors. G9a H3K9 monomethylation, AlphaScreen, 2 h. 8.8% of 350,000 active. AID 504332; further: on the % scale 0 is the no-effect control and ±100 the full control effect; nearly all actives have a fitted effect of over 75% in size
Target sequence (Q96KQ7 913-1193 limits assumed): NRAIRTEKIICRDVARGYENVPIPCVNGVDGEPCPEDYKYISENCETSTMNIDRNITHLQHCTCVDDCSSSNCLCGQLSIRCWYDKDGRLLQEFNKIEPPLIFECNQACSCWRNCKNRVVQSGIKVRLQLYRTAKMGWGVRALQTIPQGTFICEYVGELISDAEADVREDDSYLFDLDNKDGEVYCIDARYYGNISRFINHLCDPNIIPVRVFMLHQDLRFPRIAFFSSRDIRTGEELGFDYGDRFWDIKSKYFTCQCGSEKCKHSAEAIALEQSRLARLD
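Methyltransferase reactions run at room temperature for 2 h (20 nM enzyme, 500 nM biotin-H3K9 peptide, 20 uM SAM) after a 15 min compound preincubation; product detected by AlphaScreen beads and anti-H3K9me1 antibody.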
Anesthetic bind = binds horse apoferritin like a general anesthetic; AID 485281; apoferritin/1-aminoanthracene competitive binding, fluorescence; Potency, µM (top dose mostly 77.5 µM), for the others: at the highest dose activity change, negative = displacement, actives largely listed as inhibitors; 0.074% of 350,000 active; P02791; further: on the % scale 0 is the no-effect control and ±100 the full control effect; nearly all actives have a fitted effect of over 20% in size
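In PBS, apoferritin at 10 uM is loaded with 1-AMA from a 50% saturated solution. After 10 min of compound exposure at ambient temperature, reduced 535 nm fluorescence indicates probe displacement.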
BLM helicase inh = inhibitors of human Bloom syndrome helicase BLM. P54132. recombinant BLM DNA unwinding, fluorescence dequenching. Potency, µM (titrated, usually from 56.1 µM), for the others: at the highest dose activity change, negative = inhibition, hits mostly inhibitors. 0.2% of 350,000 active. AID 2528;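 further: plate controls were vehicle for no effect and no enzyme for full effect; nearly all actives have a fitted effect of over 35% in size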
BAZ2B block = inhibitors of human BAZ2B bromodomain; 4.4% of 360,000 active; Q9UIF8; Potency, µM (doses to about 114 µM), without a hit: at the highest dose activity change, negative = inhibition, actives largely listed as inhibitors; AID 504333; AlphaScreen BAZ2B-H3K14Ac peptide displacement; further: on the % scale 0 is the no-effect control and ±100 the full control effect; nearly all actives have a fitted effect of over 60% in size
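Inhibition is scored as reduced AlphaScreen emission. The BAZ2B/b-H3(5-23)K14Ac complex (50 nM each) in PBS pH 7.4, 0.01% Tween-20 meets compound (up to 110 uM) for 30 min at RT before bead addition.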
Pol kappa inh = inhibitors of human DNA polymerase kappa | Potency, µM (series often up to 107 µM), for the others: at the top dose activity, negative = inhibition, hits mostly inhibitors | AID 588579 | purified Pol kappa, fluorescent DNA synthesis assay, 10 min | 0.53% of 400,000 active | Q9UBT6; further: on the % scale 0 is the no-effect control and ±100 the full control effect
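Kinetic fluorescence readout at 0 and 10 min followed reaction start with substrate at 50 nM final. Beforehand, enzyme (10 nM Pol kappa) stood 15 min with compound at room temperature; buffer-only wells were negative controls.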
POLH inh = blocks human DNA polymerase eta activity; Q9Y253; Potency, µM (titrated, usually from 114 µM), for the others: at the top dose activity change, negative = inhibition, most hits filed as inhibitors; AID 588591; recombinant Pol eta, fluorescent DNA replication assay; 1.2% of 390,000 active; further: on the % scale 0 is the no-effect control and ±100 the full control effect
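Pol eta at 10 nM preincubated with compounds 15 min at room temperature; reaction started with fluorescent substrate (50 nM final) and read kinetically at 0 and 10 min.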
POLB inh = DNA polymerase beta (human) inhibition. P06746. Pol beta primer extension/strand displacement, fluorescence kinetic. Potency, µM (top dose mostly 114 µM), for the others: at the top dose activity change, negative = inhibition, hits mostly inhibitors. 1.3% of 340,000 active; further: on the % scale 0 is the no-effect control and ±100 the full control effect
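Preincubation: enzyme (10 nM) with compound, 15 min, RT. Reaction: substrate added to 50 nM final. Reads: 0 and 10 min. Analysis: normalized, Hill fit.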
APEX1 inh = inhibitors of human APE1 endonuclease. P27695. recombinant APE1, TAMRA/BHQ-2 abasic DNA cleavage fluorescence. Potency, µM (titrated, usually from 65.8 µM), for inactives: top-dose activity change, negative = inhibition, usual class: inhibitors. 0.35% of 350,000 active;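 further: plate controls were vehicle for no effect and reference inhibitor for full effect; nearly all actives have a fitted effect of over 55% in size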
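Measures dequenching upon AP-site incision of a 5'-TAMRA/3'-BHQ-2 THF-containing duplex, 50 nM; human APE1 0.75 nM after 15 min room-temperature exposure to compound; kinetic three-point read at one-minute spacing.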
Pol iota inh = DNA polymerase iota (human) inhibition; Potency, µM (doses to about 115 µM), inactives show at the highest dose activity, negative = inhibition, usual class: inhibitors; Pol iota fluorescent replication assay, 10 min; Q9UNA4; 1% of 390,000 active
Target sequence (Q9UNA4 whole entry, looked up): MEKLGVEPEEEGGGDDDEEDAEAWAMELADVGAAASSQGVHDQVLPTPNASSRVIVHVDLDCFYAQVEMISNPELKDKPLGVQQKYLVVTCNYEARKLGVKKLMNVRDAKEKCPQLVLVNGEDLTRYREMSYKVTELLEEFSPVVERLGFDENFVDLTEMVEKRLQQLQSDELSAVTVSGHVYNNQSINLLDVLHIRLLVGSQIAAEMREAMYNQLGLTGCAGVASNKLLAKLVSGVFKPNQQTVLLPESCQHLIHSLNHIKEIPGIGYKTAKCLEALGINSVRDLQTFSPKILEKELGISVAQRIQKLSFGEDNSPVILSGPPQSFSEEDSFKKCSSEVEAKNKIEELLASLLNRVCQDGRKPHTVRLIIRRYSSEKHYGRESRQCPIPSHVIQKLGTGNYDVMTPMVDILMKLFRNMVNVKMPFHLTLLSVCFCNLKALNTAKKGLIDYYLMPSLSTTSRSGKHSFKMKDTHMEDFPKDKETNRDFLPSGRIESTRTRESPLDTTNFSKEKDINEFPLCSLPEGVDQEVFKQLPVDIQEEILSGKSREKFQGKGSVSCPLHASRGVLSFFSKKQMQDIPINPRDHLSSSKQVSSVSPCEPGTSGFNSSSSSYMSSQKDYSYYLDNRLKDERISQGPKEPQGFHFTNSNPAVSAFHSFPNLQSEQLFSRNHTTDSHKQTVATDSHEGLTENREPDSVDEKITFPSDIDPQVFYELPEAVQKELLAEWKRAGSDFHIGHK
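Pol iota at 10 nM preincubated 15 min with compounds at room temperature; reaction started with fluorescent substrate, 50 nM final. Fluorescence read kinetically at 0 and 10 min; buffer-only wells as negative control.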
* hit, by the source's call; u = inconclusive; x = not tested or not shown; & = joins results of further samples; [ ] = dose if it differs, or a comment. The call rests on the fitted dose curve; in most records, active means well fitted curve in the direction sought with a large enough effect; inconclusive means small, poorly fitted or top-dose-only effect, or another doubt; inactive means no such curve, though single readings can be large; an effect the other way counts as inactive or inconclusive. Potency means the concentration at half of the fitted maximal effect. These rows are one share of the data (hit frequency here may not be typical).

Every second line gives: G9a inh, Anesthetic bind, BLM helicase inh, BAZ2B block, Pol kappa inh, POLH inh, POLB inh, APEX1 inh, Pol iota inh
> O=c1cc(Cl)c(-c2ccccc2)nn1Cc1ccc(Cl)cc1
 : -3.9%[2.33 µM], -19.9%, -9.7%, 75.7%[activator], -3.7%, -23.3%, 4.2%, -19.3%, 131.9%[activator]
> CCCN(C(=O)CCNC(=O)Cn1cnc2ccccc2c1=O)c1cccc(Cl)c1
 : 23.3%, 3.6%, 1.6%, 0.4%, 0.0%, -4.2%, 27.8%, 34.1%[activator], 7.7%
> Cc1ccc(C(=O)NC2CCCC2)s1
 : 23.5%, -6.5%, -3.6%, -2.3%, 3.5%, -18.7%, 1.1%, 30.6%, 40.9%[activator]
> COCCN(C(=O)Cc1cccs1)C(C(=O)NC1CCCC1)c1cc(OC)c(OC)c(OC)c1 (stereo unspecified)
 : -3.5%, -4.0%, -6.9%, -11.0%, -0.6%, -8.7%, u, 0.8%, -11.4%
> CN(Cc1cccc(F)c1)C(=O)Cc1ccc(S(=O)(=O)N2CCOCC2)s1
 : u, x, x, 4.3%, 2.4%, -19.3%, x, 17.8%, 57.3%[activator]
> Nc1nonc1C(=O)NCCc1ccccc1
 : 17.2%, 17.8µM*, 2.7%, -2.9%, 14.8%, -5.3%, 18.2%, -4.7%, 20.7%
> COc1cc(NC(=S)NCc2cccnc2)c(OC)cc1Cl
 : -23.4%, -3.1%, -1.3%, -34.3%, -1.9%, 0.0%, 12.5%, 1.2%, 4.0%
> CN1CCN(C(=O)NC2CCCCC2)CC1
 : 8.91µM*, 2.0%, -11.5%, 50.1µM*, -1.8%, 2.9%, 19.0%, -3.5%, 17.7%
> Fc1ccc(-c2csc3ncnc(Cl)c23)cc1
 : -15.5%, -2.0%, -0.3%, -2.2%, -0.8%, -21.4%, 4.0%, -1.0%, -15.4%
> O=C(Cc1coc2cc(O)ccc12)NNC(=O)c1ccc(Br)s1
 : x, x, x, x, -3.6%, 2.2%, x, -3.4%, -2.2%
> Cc1cc(-c2ccc(C)c(S(=O)(=O)Nc3cccc(C#N)c3)c2)on1
 : -2.9%[59 µM], -1.7%, -2.9%, -1.9%, -18.7%, -10.8%, -3.0%, x, 7.4%
> Cc1c(NC(=O)Nc2cccc(Cl)c2Cl)c(=O)n(-c2ccccc2)n1C
 : 61.8%[activator], 0.3%, -2.0%, 1.0%, -15.3%, -17.4%, 35.2%, 14.2%, 47.0%[activator]
> O=C(OCC(=O)N1CCN(c2ccccc2)CC1)c1ccco1
 : u, -0.9%, 0.2%, -0.2%, -3.6%, -22.9%, 16.0%, 14.7%, 55.0%[activator]
> CS(=O)(=O)N1CCN(c2ccccc2NC(=O)c2ccc3c(c2)OCCO3)CC1
 : 7.0%, -15.2%, -0.2%, 4.8%, -4.4%, -2.0%, 20.6%, 11.7%, 2.8%
> COc1cccc(NC(=O)C2=COCCO2)c1
 : 4.5%, x, x, -26.5%, -1.7%, -5.2%, x, 12.4%, 14.0%

Reformatted with tabs: three of the compounds above
mol	G9a inh	Anesthetic bind	BLM helicase inh	BAZ2B block	Pol kappa inh	POLH inh	POLB inh	APEX1 inh	Pol iota inh
O=C(Cc1coc2cc(O)ccc12)NNC(=O)c1ccc(Br)s1	x	x	x	x	-3.6%	2.2%	x	-3.4%	-2.2%
Cc1cc(-c2ccc(C)c(S(=O)(=O)Nc3cccc(C#N)c3)c2)on1	-2.9%[59 µM]	-1.7%	-2.9%	-1.9%	-18.7%	-10.8%	-3.0%	x	7.4%
Cc1c(NC(=O)Nc2cccc(Cl)c2Cl)c(=O)n(-c2ccccc2)n1C	61.8%[activator]	0.3%	-2.0%	1.0%	-15.3%	-17.4%	35.2%	14.2%	47.0%[activator]

The list continues:
Every second line gives: G9a inh, Anesthetic bind, BLM helicase inh, BAZ2B block, Pol kappa inh, POLH inh, POLB inh, APEX1 inh, Pol iota inh
> O=C1CC(NS(=O)(=O)c2ccc([N+](=O)[O-])cc2)CN1c1ccc(Cl)cc1 (stereo unspecified)
 : 10.4%[0.501 µM], x, x, -3.2%, -5.4%, -18.0%, x, -3.9%, 3.3%
> CCc1ccc(NC(=O)Cn2nnc(C(=O)Nc3ccc(F)cc3)c2N)cc1
 : 3.1%[59 µM], 3.0%, 1.4%, 10.5%[57.1 µM], -5.2%, -10.8%, -29.3%, x, u
> O=C1NC2(CCCCCC2)C(=O)N1Cc1ccccc1Cl
 : -2.0%, u, -3.3%, 6.5%, 5.9%, -15.2%, 28.9%, 14.0%, -2.0%
> CC(C)C1Oc2ccccc2N(CC(=O)N(Cc2ccccn2)C2CC2)C1=O (stereo unspecified)
 : 3.1%[59 µM], -1.3%, 2.3%, -3.3%, -7.5%, -9.7%, 36.3%, 14.0%, 11.5%
> CC(C)(C)c1ccc(Cn2ccc(-c3ccc4c(c3)OCO4)n2)cc1
 : x, 8.9%, -5.7%, 2.8%, -10.8%, -22.5%, -2.5%, 11.0%, 3.2%
> CCOC(=O)CC(=O)CSc1ccc2nnc(-c3ccc(C)cc3)n2n1
 : -22.0%, u, -1.5%, -0.8%, -2.8%, -3.9%, -2.4%, -2.6%, 23.2%
> CCc1noc(C)c1C(=O)N1CCCC(N2CCN(c3cccc(Cl)c3)CC2)C1 (stereo unspecified)
 : x, -2.5%, -1.4%, -5.1%, -2.7%, -13.2%, -0.2%, -5.1%, -2.7%
> CCOC(=O)C1CCN(C(=O)c2ccc(N(C)S(=O)(=O)c3ccc(OC)cc3)cc2)CC1
 : 7.1%, 7.4%, 0.5%, -0.1%, -0.2%, -0.3%, 47.2%, -8.2%, 11.6%
> COC(=O)[C@@]1(Cc2ccc(F)cc2)[C@H]2c3cc(C(=O)N(C)C)n(Cc4ccc(OC(F)(F)F)cc4)c3C[C@H]2CN1C(=O)c1ccccc1
 : 50.1µM*, -14.2%&-20.6%, -14.4%&-18.6%, -37.8%, x, x, 7.1%, u, x
> Cc1cccc(Cn2c(N3CCN(c4ccccc4)CC3)nc3c2c(=O)n(C)c(=O)n3C)c1
 : u, -9.3%, -4.8%, x, -18.0%, -9.8%, -12.6%, u, 20.8%
> O=C(Nc1cccc(Br)c1)c1cc(S(=O)(=O)N2CCCCC2)c[nH]1
 : 0.2%[59 µM], -14.3%, -1.1%, 1.1%, 2.8%[60.1 µM], -10.6%, -21.2%, x, 1.0%
> CN1CCN(C(=O)c2ccccc2N(Cc2ccccc2)S(=O)(=O)c2ccccc2)CC1
 : -1.6%[59 µM], 1.6%, -9.6%, -1.8%, -8.4%, -14.7%, 40.8%, 9.8%, 0.6%[58.9 µM]
> Cc1ccc(NS(=O)(=O)c2cc(C(N)=O)ccc2C)cc1
 : 32.4%[59 µM], u, -3.2%, 0.3%, -2.7%, -19.9%, 18.1%, -0.2%, 2.2%[58.9 µM]
> CC(C)c1ccc(Nc2nc(Cl)nc(Cl)n2)cc1
 : 39.8µM*, -15.7%, -1.0%, u, -18.1%, -12.0%, 1.5%, -17.1%, u
> C#CCN(C(=O)CC1C(=O)NCCN1C/C=C/c1ccccc1)C1CCCCC1 (stereo unspecified)
 : 3.0%, -9.6%, -3.5%, -1.6%, 0.6%, -17.4%, 5.6%, -5.1%, 183.2%[activator]
> COc1cc(CCc2ccccc2)c(C(=O)O)c(O)c1C/C=C(/C)CCC=C(C)C
 : x, x, x, x, 79.4µM*, 31.6µM*, x, -29.5%, u
> CC(C)OC(=O)c1cccc(C(=O)Oc2ccc(Br)cc2)n1
 : 19.9%, u, -2.3%, 8.6%, 3.1%, 0.6%, 2.1%, 3.4%, 1.5%
> CCc1ccc(NC(=O)CSc2nnc(Cn3c(=O)sc4ccccc43)n2C)cc1
 : -10.2%[59 µM], -1.5%, -1.4%, -1.3%, -12.9%, -2.5%, u, 0.4%, u
> CCOC(=O)C1(Cc2cccc(OC)c2)CCN(Cc2ccccc2OC)CC1
 : x, -13.0%, -0.1%, -0.8%, 2.4%, 1.9%, 14.0%, 10.5%, 64.1%[activator]
> O=C(C(Sc1ccccc1)c1ccccc1)N1CCN(c2ccccc2)CC1 (stereo unspecified)
 : 9.0%, 21.4%, -9.6%, -25.1%, -16.3%, -10.9%, 0.2%, -4.7%, 13.5%
> CCOC(=O)C1=NOC(CNC(=O)c2ccccc2Cl)C1 (stereo unspecified)
 : 19.5%, -4.1%, -1.5%, -9.5%, -2.3%, -12.5%, 44.3%, -0.8%, 26.3%
> Cc1[nH]nc(N=Cc2c(O)n(C)c(=O)n(C)c2=O)c1-c1ccccc1
 : u, -9.4%, -4.1%, 10.0%, 1.8%, 4.3%, 3.5%, 0.6%, 1.0%
> CCOc1ccc(C(=O)C(C)OC(=O)c2nc(Cl)ccc2Cl)cc1 (stereo unspecified)
 : 30.7%[activator], x, x, 21.3%, -1.7%, -18.3%, x, 35.2%, -8.3%
> COC(=O)c1c(C)[nH]c(C)c1C(=O)c1ccccc1Cc1ccccc1
 : 35.6%[activator][12.7 µM], x, -10.2%, x, -9.2%[60.1 µM], -12.4%[57.1 µM], -3.7%[57.1 µM], -3.0%&13.3%&-1.4%&-19.0%, u
> COc1cc(-c2nc(C(=O)NCC3CCCO3)cc3c2[nH]c2ccccc23)cc(OC)c1OC (stereo unspecified)
 : -3.5%[12.7 µM], 201.5%[activator], -13.4%, u, 5.1%, -11.9%, 1.8%, -18.3%, -4.4%
> COCCNC(=O)c1ccc2c(c1)nc(C)n2-c1cccc(Cl)c1
 : -5.1%[12.7 µM], 1.5%, -1.5%, -0.6%, 14.5%, -15.2%, -14.0%, 2.0%, 21.5%
> COc1cc(C(=O)NCC(=O)OCC(=O)Nc2ncc(Cl)cc2Cl)cc(OC)c1OC
 : -31.9%, -1.1%, -4.0%, -21.8%, 1.6%, -5.9%, 15.4%, 0.3%, 79.0%[activator]
> Cc1ccc2[nH]c3c(=O)n(CC(=O)N4CC(C)CC(C)C4)ncc3c2c1 (stereo unspecified)
 : x, -6.9%, -2.1%, -17.2%, -1.8%, -4.0%, 2.8%, -3.3%, 41.8%[activator]
> CCOC(=O)C1(CC2CCCCO2)CCN(Cc2c(C)cc(C)cc2-n2cccn2)CC1 (stereo unspecified)
 : x, -9.5%, 2.2%, 6.5%, 10.1%, -13.8%, 2.7%, -1.1%, 47.4%[activator]
